Tn6 DDE FP – inhibitors of Tn6 peptide binding to fibrin DD(E), primary screen, biochemical, fluorescence polarization, human fibrin, Tn6 probe; inhibition, % at 8.3 µM; Fibrinogen beta chain (Homo sapiens), P02675; hit rate 0.21% among 370,000; Fibrin DD(E) TRITC-Tn6 fluorescence polarization displacement;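 active means inhibition above a per-campaign cutoff: mean of compounds within control limits plus 3 SD, cut at about 15% in these data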;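 further: 0% = median of all compound wells on the plate and 100% = blocking peptide control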
ARFGAP1 inhibitor – inhibitors of rat ARFGAP1 GAP activity, primary screen, biochemical, fluorescence polarization, GDP tracer. ADP-ribosylation factor GTPase-activating protein 1 (Rattus norvegicus), Q62848. Arfgap1-stimulated ARF1 GTP hydrolysis, GDP FP detection. inhibition, % at 16.5 µM. hit rate 0.26% among 360,000. AID 651572, 2012;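 active means inhibition above a per-plate limit, mean inhibition of low control wells plus 3 SD, cut at about 25% in these data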;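 further: 0% = DMSO wells with enzyme and 100% = wells lacking Arfgap1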
Target sequence (Q62848 1-136 limits assumed): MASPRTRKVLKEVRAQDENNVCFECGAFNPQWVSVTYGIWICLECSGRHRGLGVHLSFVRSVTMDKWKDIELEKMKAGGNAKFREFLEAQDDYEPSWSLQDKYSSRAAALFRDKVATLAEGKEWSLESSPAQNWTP
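Assay system: purified rat His6-Arfgap1 residues 1-136 (GAP domain); Reagent: human Δ17 ARF1 bound to GTP; Dosing: 16.5 µM single point, 1.26% DMSO; Times: GTP hydrolysis reaction 2 h at 25 °C; Signal: FP, GDP Alexa 633 tracer displaced from anti-GDP antibody, 620/688 nm; Measure: % inhibition from polarization.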
PLC-gamma1 inh – PLC-gamma1 enzyme inhibitors, primary screen, biochemical, fluorescence, purified enzyme | 1-phosphatidylinositol 4,5-bisphosphate phosphodiesterase gamma-1 (Homo sapiens), P19174 | hit rate 0.84% among 370,000 | inhibition, % at 12.2 µM | fluorogenic substrate; in the data active means inhibition above about 9.5%
ASAP1 GAP inh – inhibitors of human ASAP1 ArfGAP activity, primary screen, biochemical, fluorescence polarization; hit rate 0.19% among 360,000; AID 624377, 2012; Arf-GAP with SH3 domain, ANK repeat and PH domain-containing protein 1 (Homo sapiens), …; inhibition, % at 16.5 µM; ASAP1-stimulated ARF1 GTP hydrolysis, GDP FP detection; in the data active means inhibition above about 25%;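 further: 0% = vehicle with enzyme and substrate and 100% = no enzyme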
PLC-beta3 inh – human PLC-beta3 inhibitors, primary screen, biochemical, fluorescence. Purified PLC-beta3, fluorogenic substrate. inhibition, % at 12.2 µM. hit rate 0.18% among 370,000; in the data active means inhibition above about 11%;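 further: 0% = median of compound wells on plate and 100% = full blocker control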
UHRF1 MBD2 ctr – UHRF1 methylated DNA binding inhibitors, primary screen, counter-screen for MBD2 inhibitor project, biochemical, TR-FRET, human UHRF1, single concentration | inhibition, % at 4.4 µM | AID 687016, 2013 | E3 ubiquitin-protein ligase UHRF1 (Homo sapiens), Q96T88 | UHRF1 binding to methylated oligo | hit rate 0.75% among 370,000; in the data active means inhibition above about 21%;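 further: UHRF1 SRA domain binding a hemimethylated CpG hairpin DNA probe; 0% = median of test compound wells and 100% = reference inhibitor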
Target sequence (Q96T88 whole entry, looked up, the tested form may be a part): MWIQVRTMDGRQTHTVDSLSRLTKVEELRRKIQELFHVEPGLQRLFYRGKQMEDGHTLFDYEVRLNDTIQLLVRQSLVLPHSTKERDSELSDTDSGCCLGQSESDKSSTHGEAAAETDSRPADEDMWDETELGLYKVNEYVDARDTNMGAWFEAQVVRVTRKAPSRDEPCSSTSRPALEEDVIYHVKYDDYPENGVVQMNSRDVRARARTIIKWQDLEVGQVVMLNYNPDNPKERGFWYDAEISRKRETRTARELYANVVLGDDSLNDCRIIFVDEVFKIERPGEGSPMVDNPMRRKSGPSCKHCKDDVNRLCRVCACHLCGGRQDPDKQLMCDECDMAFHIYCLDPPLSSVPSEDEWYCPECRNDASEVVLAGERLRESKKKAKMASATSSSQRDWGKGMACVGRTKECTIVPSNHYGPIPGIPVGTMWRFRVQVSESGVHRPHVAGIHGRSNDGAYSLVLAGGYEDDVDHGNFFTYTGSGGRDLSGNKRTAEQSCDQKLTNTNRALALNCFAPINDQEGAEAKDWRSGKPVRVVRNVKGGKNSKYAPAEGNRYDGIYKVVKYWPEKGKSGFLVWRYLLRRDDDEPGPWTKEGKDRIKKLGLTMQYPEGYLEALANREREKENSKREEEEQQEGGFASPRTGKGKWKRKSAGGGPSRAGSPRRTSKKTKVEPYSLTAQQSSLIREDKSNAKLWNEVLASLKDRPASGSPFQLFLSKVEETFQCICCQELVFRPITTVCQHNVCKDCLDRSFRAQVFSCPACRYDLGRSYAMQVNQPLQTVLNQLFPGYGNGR
sPLA2-III inh – human group III sPLA2 inhibitors, primary screen, biochemical, QFRET, BODIPY PC-A2 liposome substrate; Group 3 secretory phospholipase A2 (Homo sapiens), Q9NZ20; QFRET BODIPY PC-A2 liposome hydrolysis, fluorescence; inhibition, % at 12.2 µM; hit rate 0.56% among 370,000;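 active means inhibition above mean plus 3 SD of compounds lying within the high and low control bounds, cut at about 19% in these data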;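 further: 0% = median of test compound wells and 100% = no enzyme DMSO wells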
NR1D1 modulator – modulators of Rev-erb alpha DNA binding, primary screen, biochemical, FITC-DNA, fluorescence polarization, uHTS. Rev-erbα–FITC-DNA binding, 90 min. Nuclear receptor subfamily 1 group D member 1 (Homo sapiens), P20393. activity, % at 10 µM. AID 1259318, 2017. hit rate 0.79% among 370,000;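 active means activity above about 14%, limit read from the data; passing the limit was not always enough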;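 further: 0% = DMSO wells with 35 nM protein and 100% = DMSO wells with 750 nM protein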
proKLK7 act – proKLK7 zymogen activators, primary screen, biochemical, fluorescence intensity; Kallikrein-7 (Homo sapiens), P49862; purified proKLK7, EDANS-DABCYL substrate fluorescence; 100% is mature enzyme control, 0% vehicle; activation, % at 7 µM; hit rate 0.9% among 370,000; AID 652039, 2013;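 active means activation above the mean of all tested compounds plus 3 SD, computed per campaign excluding outliers beyond control limits, cut at about 13% in these data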
DDE Tn7 FP inh – inhibitors of Tn7 peptide binding to fibrin DD(E), primary screen, biochemical, fluorescence polarization, human fibrin, Tn7 probe | FP displacement of FITC-Tn7 peptide from fibrin DD(E); 0% = median of compound wells per plate | inhibition, % at 8.3 µM | hit rate 0.13% among 370,000;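 active means inhibition above the mean of compounds falling within the control limits plus 3 SD of them, cut at about 14% in these data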;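 further: 0% = plate median of compound wells and 100% = 10 µM Aha-Tn7 peptide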
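Test system: human clot-derived fibrin DD(E) complex / Quantity: 2 µM final DD(E) protein / Incubation: 10 min plus 3 h, room temperature / Measured by: fluorescence polarization / Benchmarks: high control of 10 µM Aha-Tn7 peptide / Replicates: singlicate testing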
The depositor's hits bear a star; i = inactive; . = no result given.

SMILES | Tn6 DDE FP | ARFGAP1 inhibitor | PLC-gamma1 inh | ASAP1 GAP inh | PLC-beta3 inh | UHRF1 MBD2 ctr | sPLA2-III inh | NR1D1 modulator | proKLK7 act | DDE Tn7 FP inh
COc1ccc([C@H]2OC(=O)C[C@@H]2C(=O)N2CCCCC2)cc1OC | 0 | . | 0 | . | 0 | -1 | 0 | 0 | -0.1 | -2
CCOC(=O)C1CCCN(Cc2ccccc2Cl)C1 (configuration not stated) | -2 | 2 | -2 | 12 | 1 | -3 | 3 | -3 | 0.0 | 2
CCOP(=O)(OCC)c1nc(/C=C/c2ccccc2)oc1NCc1ccc(OC)cc1 | -8 | 8 | i | -8 | i | -3 | -10 | -1 | -76 | 3
Cc1nn(-c2ccc(F)cc2)c(C)c1CN1CCN(Cc2ccccc2)C(CCO)C1 (configuration not stated) | 0 | 17 | -2 | 7 | 1 | -1 | -2 | -4 | -0.4 | -1
CN1CCN(c2nc(-c3ccccc3)ncc2S(=O)(=O)c2ccccc2)CC1 | 8 | -1 | 0 | 6 | -1 | 1 | -13 | 0 | 0.4 | 5
CCCS(=O)(=O)NC(=O)C1(C)CCCN(C(=O)CCc2cccs2)C1 (configuration not stated) | 3 | -6 | 0 | 12 | 6 | 1 | 5 | -3 | -0.4 | 1
COC(CSc1nc(N)c2c3c(sc2n1)CN(C)CC3)OC | 4 | 6 | -157 | 4 | -203 | -4 | -2 | -1 | -4.0 | -4
CCCNC(=O)c1cnc(-c2ccccc2)nc1-c1ccccc1 | 1 | 1 | 0 | 4 | -4 | 10 | 1 | 0 | 0.1 | 5
COc1ccc(OC)c(C(=O)Cn2nnc(-c3ccc(N4CCOCC4)cc3)n2)c1 | 3 | 7 | -2 | 1 | -12 | -1 | -34 | 9 | 0.1 | -5
CCCCC(NC(=O)c1ccccc1)C(=O)OCC(=O)N1c2ccccc2Sc2ccccc21 (configuration not stated) | 8 | 6 | 1 | -1 | 1 | 1 | -11 | -2 | 0.4 | -2
COc1ccc(CCN2CC(C(=O)OCC(=O)NC(Cc3ccccc3)C(C)=O)CC2=O)cc1OC (configuration not stated) | 7 | 1 | 4 | 2 | -5 | -2 | -3 | 0 | 0.0 | -2
CCCS(=O)(=O)NC(=O)C1(C)CCCN(C(=O)c2cccs2)C1 (configuration not stated) | 11 | 7 | 0 | -19 | -1 | 1 | -1 | -3 | 0.5 | 0
O=C(Nc1ccc(Br)cc1)c1cccc(-n2cnnn2)c1 | -6 | 8 | 2 | 5 | 2 | -2 | -5 | 2 | -0.2 | 3
Cc1ccc(CC(=O)Nc2ccc(S(=O)(=O)N3CCOCC3)cc2)cc1C | -1 | 9 | -1 | -11 | 0 | -2 | -14 | -6 | -0.7 | -8
O=C(CCN1CCN(CCO)CC1)Nc1ccccc1 | -3 | 3 | -2 | -1 | -6 | 0 | 4 | -2 | 0.3 | 0
Cc1nc2ccccc2n1CC(O)COc1ccccc1Cl (configuration not stated) | -3 | -10 | -2 | -9 | -5 | 2 | 6 | 4 | -0.4 | 5
O=C(c1ccco1)N1CCN(C2=NS(=O)(=O)c3ccccc32)CC1 | -7 | -5 | 0 | -6 | 0 | 3 | 6 | 0 | -0.2 | 1
CC(C)(C)c1cc(C(=O)O)nn1-c1ccccc1 | -2 | -1 | -3 | -2 | -1 | 0 | 5 | 3 | 0.3 | 0
CNc1ccc2ncc(-c3ccc(OC)c(OC)c3)n2n1 | 3 | 2 | i | 6 | i | 1 | 3 | 6 | 45* | -1
Cc1c(C(=O)Nc2cccc(S(=O)(=O)N3CCOCC3)c2)oc2ccccc12 | -3 | -3 | 2 | -2 | 0 | 1 | 4 | -2 | 0.1 | -1
COc1ccc2c(C(=O)c3ccc(C)cc3)n(CCCC(N)=O)[n+]([O-])c2c1 | 0 | -3 | -4 | 19 | -10 | -2 | -1 | 0 | 0.8 | -5
CCCn1c(SCC(=O)NC)nnc1C(C)C | -2 | 18 | 1 | -6 | 2 | -1 | 0 | 1 | 0.7 | -7
CCCC12CN3CC(C)(CN(C1)C3c1ccc(OC)cc1)C2=O (configuration not stated) | 5 | 2 | 2 | 5 | 1 | 0 | 1 | 5 | 0.4 | -1
CCc1ccc(N2C(=O)Nc3ccccc3C2(O)C(=O)N2CCN(c3ccccn3)CC2)cc1 (configuration not stated) | -3 | -2 | 1 | 4 | -1 | 0 | -1 | 2 | -0.5 | 2
COC(=O)c1ccc(NC(=O)CNC(=O)C2CCCCC2)cc1 | -13 | 14 | 2 | -5 | 0 | 0 | 6 | -1 | -0.3 | -2

Already shown: 2 of the compounds above.
SMILES | Tn6 DDE FP | ARFGAP1 inhibitor | PLC-gamma1 inh | ASAP1 GAP inh | PLC-beta3 inh | UHRF1 MBD2 ctr | sPLA2-III inh | NR1D1 modulator | proKLK7 act | DDE Tn7 FP inh
O=C(CCN1CCN(CCO)CC1)Nc1ccccc1 | -3 | 3 | -2 | -1 | -6 | 0 | 4 | -2 | 0.3 | 0
Cc1nc2ccccc2n1CC(O)COc1ccccc1Cl (configuration not stated) | -3 | -10 | -2 | -9 | -5 | 2 | 6 | 4 | -0.4 | 5

Look-ups from above.
CCOP(=O)(OCC)c1nc(/C=C/c2ccccc2)oc1NCc1ccc(OC)cc1 in proKLK7 act = -76
CCCNC(=O)c1cnc(-c2ccccc2)nc1-c1ccccc1 in PLC-gamma1 inh = 0
CNc1ccc2ncc(-c3ccc(OC)c(OC)c3)n2n1 in ASAP1 GAP inh = 6

The results go on:
SMILES | Tn6 DDE FP | ARFGAP1 inhibitor | PLC-gamma1 inh | ASAP1 GAP inh | PLC-beta3 inh | UHRF1 MBD2 ctr | sPLA2-III inh | NR1D1 modulator | proKLK7 act | DDE Tn7 FP inh
CCOC(=O)C1=C(COC(=O)CNS(=O)(=O)c2ccc(C)c(C)c2)NC(=O)NC1C (configuration not stated) | 7 | -4 | 5 | 18 | -2 | 1 | 7 | -5 | -1.1 | 0
CCOc1ccccc1NC(=O)c1cccc2c1C(=O)N(CCOC)C2 | -8 | 6 | -2 | 1 | 2 | -2 | -5 | 3 | 0.1 | -5
COc1ccccc1OCC(=O)NN1Cc2ccccc2C1=N | 9 | -7 | -1 | -7 | 1 | -1 | 4 | 1 | 0.6 | 4
CCOC(=O)C1CCCN(C(=O)c2cccc(C(F)(F)F)c2)CC1 (configuration not stated) | -12 | 2 | 2 | 3 | 1 | -1 | -1 | -5 | 0.5 | 0
COc1cccc(NC(=O)CN2CCN(c3ccccc3F)CC2)c1 | 8 | 6 | 0 | -7 | 2 | 2 | 4 | 0 | -0.1 | -6
CN(Cc1ccccc1)Cc1c(F)cccc1F | 3 | 4 | -1 | 6 | 4 | 1 | 5 | -8 | 0.5 | -8
Cc1ccc(S(=O)(=O)NNC(=S)NCC2CCCO2)cc1 (configuration not stated) | -1 | 1 | -1 | 9 | -8 | 1 | 5 | -4 | 0.4 | -3
COc1ccc2[nH]c(=O)c(C(c3nnnn3C3CCCC3)N(C)C3CCCCC3)cc2c1 (configuration not stated) | -4 | 11 | -99 | 0 | -132 | 6 | 3 | 4 | 7.1 | 0
CC(C)(C)NC(=O)COC(=O)c1ccc(S(=O)(=O)N2CCCCCC2)cc1 | 1 | -5 | -2 | -6 | 4 | -2 | -6 | 7 | -0.1 | 0
COc1cccc(C(=O)N2CCN(C3CCC(c4ccccc4)CC3)CC2)c1 (configuration not stated) | -14 | 4 | 6 | 10 | 3 | 1 | -12 | 4 | 0.2 | -1
COc1cccc(/C=C2\N=C(C3CCCCC3)OC2=O)c1OC | 3 | 3 | 3 | -1 | -3 | 0 | 3 | 3 | 0.6 | -2
O=C(Nc1ccccn1)c1cccc(S(=O)(=O)N2CCCc3ccccc32)c1 | -2 | 17 | 4 | -1 | -1 | -1 | -3 | 3 | -0.2 | 1
CCc1nnc(NC(=O)c2cc(S(=O)(=O)N3CCCCC3)ccc2N2CCOCC2)s1 | -1 | 12 | -7 | -10 | -16 | -5 | -3 | -3 | -0.1 | -4
CCN(C[C@H]1N[C@@](Cc2ccccc2)(C(=O)OC)[C@H]2C(=O)N(C)C(=O)[C@@H]12)C(=O)c1ccc(C)cc1 | 3 | 4 | 1 | -6 | 2 | 18 | 10 | -1 | -0.1 | -2
Cc1cc(N2CCOCC2)nc(N)n1 | 1 | -3 | 0 | -2 | -5 | -1 | -1 | 0 | -0.2 | 0
COc1ccc(C(=O)COC(=O)c2nn(C)c(=O)c3ccccc23)c(OC)c1 | -11 | 7 | 5 | 4 | 1 | 3 | 6 | 2 | -1.4 | -4
COc1ccc2c(CC(=O)OCC(=O)Nc3cc(C)c(C)cc3[N+](=O)[O-])coc2c1 | 3 | 13 | -3 | 9 | -1 | 0 | -3 | -2 | 0.8 | 4
Cc1c(C)[n+](=O)c(-c2ccc(F)cc2)c(C)n1[O-] | -2 | -7 | 4 | -1 | 2 | 3 | 6 | -5 | 0.0 | 4
C=CCC1NS(=O)(=O)OC(CCCC)C1O (configuration not stated) | -3 | -1 | 2 | 0 | 6 | -2 | 4 | -4 | -0.4 | 3
CN(C)c1ccc(CNC(=O)C2Cc3c(-c4cccc(C(N)=O)c4)ccnc3O2)cc1 (configuration not stated) | -5 | -7 | 1 | 0 | 2 | -1 | 6 | 0 | 0.2 | 3
CO/N=C/NC(=O)NOCc1ncc(C(F)(F)F)cc1Cl | -3 | -4 | 4 | 2 | 5 | 8 | -13 | 3 | -0.1 | -10
CC#CCOC(=O)c1c(C)nc2sc3c(c2c1N)CCC(O)C3 (configuration not stated) | -3 | -2 | -79 | 10 | -105 | 3 | 9 | 8 | -5.9 | 2

Limited to Tn6 DDE FP, PLC-beta3 inh and DDE Tn7 FP inh, for five of the compounds above:
Structure | Tn6 DDE FP | PLC-beta3 inh | DDE Tn7 FP inh
COc1cccc(NC(=O)CN2CCN(c3ccccc3F)CC2)c1 | 8 | 2 | -6
COc1cccc(/C=C2\N=C(C3CCCCC3)OC2=O)c1OC | 3 | -3 | -2
Cc1cc(N2CCOCC2)nc(N)n1 | 1 | -5 | 0
CO/N=C/NC(=O)NOCc1ncc(C(F)(F)F)cc1Cl | -3 | 5 | -10
CC#CCOC(=O)c1c(C)nc2sc3c(c2c1N)CCC(O)C3 (configuration not stated) | -3 | -105 | 2

Screening data deposited in PubChem BioAssay by several laboratories.
